# HT1080 IDH1KD tx: qHTS for induction of synthetic lethality in tumor cells producing 2HG: qHTS for the HT-1080-IDH1KD cell line; HT-1080 IDH1 knockdown viability, ATP luminescence, 48 h; Potency, µM (series often up to 46.1 µM), inactives show at the top dose activity, negative = toxicity, actives largely listed as cytotoxic; 2% of 360,000 active; AID 686971, 2013;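 further: potency means the concentration at half of the fitted maximal effect; 0% = DMSO wells and -100% = cell-free medium wells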
#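 After a 2 h attachment period, IDH1KD HT-1080 cells took pin-transferred compound for 48 h at 37 °C; ATP-based luminescence after 10 min room-temperature reagent incubation reported viability.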
# HT1080NT lethal: qHTS for induction of synthetic lethality in tumor cells producing 2HG: qHTS for the HT-1080-NT fibrosarcoma cell line. AID 686970, 2013. HT-1080-NT fibrosarcoma viability, CellTiter-Glo ATP luminescence, 48 h. 1.6% of 360,000 active. Potency, µM (series often up to 46.1 µM), for inactives: at the top dose activity, negative = less viability, usual class: cytotoxic;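 further: NT is the 2HG producing partner of a matched IDH1 knockdown line; potency means the concentration at half of the fitted maximal effect; 0% = DMSO-treated cells and -100% = media-only wells without cells; nearly all actives have a fitted effect of over 55% in size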
#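 A 48-hour cytotoxicity screen used HT-1080-NT cells plated 2 hours before compound delivery. ATP-based CellTiter-Glo luminescence measured viability, normalized to DMSO and no-cell controls.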
# HepG2 viability: qHTS for Inhibitors of TGF-b: Cytotox Counterscreen | HepG2 CAGA-GFP viability, ATP luminescence, 18 h | Potency, µM (highest dose often 46.1 µM), for the others: at the top dose activity change, negative = cytotoxicity, hits mostly cytotoxic | 0.76% of 410,000 active | AID 588856, 2011; further: potency means the concentration at half of the fitted maximal effect; some results filed as inactive show a strong effect at the top dose
#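 CellTiter-Glo luminescence gave cytotoxicity after 18 hours at 37 degrees C. The cells were HepG2 CAGA-GFP in 1% FBS DMEM, stimulated with 500 pg/mL TGF-beta after compound addition. %Activity was normalised to no-cell wells (complete cell-killing) and DMSO (no toxicity), and curves were fitted and classified.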
# MCF10A rereplic: A quantitative high throughput screen for small molecules that induce DNA re-replication in MCF 10a normal breast cells; MCF 10A DNA re-replication, Hoechst nuclear intensity, 48 h; Potency, µM (top dose mostly 46.1 µM), without a hit: top-dose activity, positive = re-replication, usual class: activators; 2.9% of 350,000 active; further: potency means the concentration at half of the fitted maximal effect; % of control where 0% means no effect; nearly all actives have a fitted effect of over 50% in size
# IL1B secr inh: qHTS for Inhibitors of Inflammasome Signaling: IL-1-beta AlphaLISA Primary Screen. THP-1 LPS/ATP IL-1B secretion, AlphaLISA, 16 h; active compounds read low. 4.7% of 360,000 active. activity change, % at 57.5 µM; in the data active means activity change below about -50%; inconclusive means mostly about -30% to -49%; further: on the % scale 0 is the no-effect control and ±100 the full control effect
#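 Secreted IL-1B measured by AlphaLISA bead assay after 16 h compound exposure of THP-1 cells; compounds (final up to 57.5 uM) added 1 h before LPS (250 ng/mL) and ATP (1.25 mM) stimulation; lower signal means less secretion.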
# KB-3-1 tox: qHTS assay for MDR1-selective chemotherapeutics: Primary screen using the parental adenocarcinoma cell KB-3-1. KB-3-1 viability, CellTiter-Glo ATP luminescence, 72 h. Potency, µM (highest dose often 46.1 µM), inactives show at the top dose activity change, negative = cytotoxic, actives largely listed as cytotoxic. 1.4% of 400,000 active. AID 1347075, 2019; further: potency means the concentration at half of the fitted maximal effect; on the % scale 0 is the no-effect control and ±100 the full control effect; nearly all actives have a fitted effect of over 60% in size
#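 KB-3-1 cells, DMEM (no phenol red) + 10% FBS; compound by pin transfer, 72 h, 37 °C. Readout: CellTiter-Glo luminescence after 10 min. Data normalized, curve-fitted.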
# SW480 rereplic: A quantitative high throughput screen for small molecules that induce DNA re-replication in SW480 colon adenocarcinoma cells. SW480 DNA re-replication, Hoechst DNA content imaging, 48 h. AID 624297, 2012. 1.8% of 340,000 active. Potency, µM (titrated, usually from 46.1 µM), for inactives: top-dose re-replication activation, usual class: activators; further: potency means the concentration at half of the fitted maximal effect; % of control where 0% means no effect; nearly all actives have a fitted effect of over 55% in size
#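 Treated cells incubate 48 hr (37 C, 5% CO2), are stained 40 min with Hoechst, and nuclear fluorescence is enumerated; a rise in nuclei with high DNA signal marks re-replication.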
# ATXN viability: Viability Counterscreen for Primary qHTS for Inhibitors of ATXN expression. S2 cells (HEK-293 line with an ATXN2-luciferase reporter) viability, CellTiter-Fluor protease fluorescence, 24 h. 0.49% of 400,000 active. AID 651635, 2014. Potency, µM (doses to about 56.7 µM), most hits filed as cytotoxic; further: potency means the concentration at half of the fitted maximal effect; nearly all actives have a fitted effect of over 40% in size
# ATXN2 expr inh: Primary qHTS for Inhibitors of ATXN expression; Potency, µM (highest dose often 57 µM), inactives show top-dose activity change, negative = inhibition, actives largely listed as inhibitors; AID 1745845, 2022; HEK-293 ATXN2-luciferase reporter, luminescence, 24 h; 0.72% of 360,000 active; further: potency means the concentration at half of the fitted maximal effect; on the % scale 0 is the no-effect control and ±100 the full control effect; nearly all actives have a fitted effect of over 55% in size
#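 qHTS (up to 57 uM final) was run with 24 h compound exposure of reporter cells at 37 °C. Each well was multiplexed: SteadyGlo luminescence measured ATXN2-luciferase expression after a fluorogenic Gly-Phe-AFC viability readout (25 uM final).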
# Starred values were filed as active, the others as inactive; i = inactive; ? = inconclusive; / = no result given; [ ] = dose if it differs, or a comment. Unless noted, the call rests on the fitted dose curve; in most records, active means well fitted curve in the direction sought with a large enough effect; inconclusive means small, poorly fitted or top-dose-only effect, or another doubt; inactive means no such curve, though single readings can be large; an effect the other way counts as inactive or inconclusive.
# The opening 4 compounds (preview)
SMILES,HT1080 IDH1KD tx,HT1080NT lethal,HepG2 viability,MCF10A rereplic,IL1B secr inh,KB-3-1 tox,SW480 rereplic,ATXN viability,ATXN2 expr inh
Cc1cc(C)n(C(=O)CNC(=O)c2ccccc2Br)n1,12%,1%,0%,-1%,6,6%,-4%,i,30%
CC(C)OC(=O)c1ccc(OC(=O)c2cccnc2)cc1,-4%,-9%,-18%,1%,17,7%,-4%,i,8%
C=C(C)CNC(=O)c1ccc2nc(Cc3ccc(OC)cc3)oc2c1,1%,-1%,-7%,?,-1,-12%,3%,/,77%[activator]
CCc1ccccc1NC(=O)c1noc2c1CC(C(C)(C)C)CC2 (stereo unspecified),/,/,-19%,/,/,-9%,/,i,0%

# Main list (from the top)
SMILES,HT1080 IDH1KD tx,HT1080NT lethal,HepG2 viability,MCF10A rereplic,IL1B secr inh,KB-3-1 tox,SW480 rereplic,ATXN viability,ATXN2 expr inh
Cc1cc(C)n(C(=O)CNC(=O)c2ccccc2Br)n1,12%,1%,0%,-1%,6,6%,-4%,i,30%
CC(C)OC(=O)c1ccc(OC(=O)c2cccnc2)cc1,-4%,-9%,-18%,1%,17,7%,-4%,i,8%
C=C(C)CNC(=O)c1ccc2nc(Cc3ccc(OC)cc3)oc2c1,1%,-1%,-7%,?,-1,-12%,3%,/,77%[activator]
CCc1ccccc1NC(=O)c1noc2c1CC(C(C)(C)C)CC2 (stereo unspecified),/,/,-19%,/,/,-9%,/,i,0%
Cc1ccc(-c2cc(C(F)(F)F)n3ncc(-c4ccc(Cl)cc4)c3n2)cc1,/,/,7%,/,/,19%,/,i,11%
CCCc1cc(=O)[nH]c(SCC(=O)c2cc(C)n(-c3c(C)n(C)n(-c4ccccc4)c3=O)c2C)n1,15%,6%,2%,3%,26,5%,-7%,i,-22%
O=C(NCC(F)(F)F)c1cc2c(c(-c3cccc(-c4ccccc4F)c3)n1)[C@H](CCO)N(C(=O)CC1CC1)C2,?,?,/,/,-23,?,/,?,?
CC(=O)OCCNc1cc(Sc2nc3ccccc3[nH]2)c2nonc2c1[N+](=O)[O-],18µM*,-37%,-32%,?,-101*,?,?,?,-88%
Cc1ccc(C(=O)NC(=S)NCc2ccccc2)cc1,0%,0%,-13%,14%,-6,4%,0%,i,/
CN(C)S(=O)(=O)N1CCN(Cc2ccccc2)CC1,-9%,5%[9.24 µM],0%,-2%,7,2%,-1%,i,-1%
COCCN(C(=O)c1cc(-c2ccccc2Cl)nc2ccccc12)c1c(N)n(CC(C)C)c(=O)[nH]c1=O,-5%,3%,-7%,0%,12,17%,-3%,i,3%
NC(=O)CC1C(=O)N(c2ccccc2)C(=S)N1NC(=O)c1ccccc1 (stereo unspecified),17%,16%,-7%,5%,-11,-3%,-1%,i,46%[activator]
COC(=O)[C@]12CCCCC=C1N(Cc1cccc3ccccc13)C(=O)[C@H](CC(=O)NCc1ccc(OC)c(OC)c1)C2,?,?,/,/,?,5.8µM*,/,?,?
Nc1nnc(Cc2ccccc2F)s1,5%,2%,-2%,1%,39,14%,1%,i,6%
c1ccc(OCCSc2nc3ccccc3o2)cc1,11%,6%,-28%,?,2,-1%,5%,i,48%[activator]
O=C(N/N=C1/CCSC1)c1cc(Br)ccc1O,-15%,-17%,-4%,-52%[inhibitor],23,-1%,?,i,8%
Cc1cccc(-c2noc(CN(C)S(=O)(=O)c3cc(Cl)ccc3Cl)n2)c1,-9%,-14%,-5%,24%,39,-24%,-13%,i,-7%
CC(=O)Nc1ccccc1NS(=O)(=O)c1ccc(Cl)cc1,?,-6%,-27%,26%,38,?,?,i,6%
C/C=C1\C(OC2OC(CO)C(O)C(O)C2O)OC=C(C(=O)OC)C1CC(=O)OCC1C(C)C(OC(=O)CC2C(C(=O)OC)=COC(OC3OC(CO)C(O)C(O)C3O)/C2=C\C)CC1C(CO)CO (stereo unspecified),4%,-1%,1%,0%,3,0%,?,i,7%
CCOC(=O)c1c(C)c(-c2ccccc2)n(CC(=O)N2CCN(C)CC2)c1C,8%,-9%,-10%,9%,5,-1%,-18%,?,-19%
CC(=O)N1CCc2c(sc3c2c(=O)n(-c2ccccc2)c(=O)n3CC(=O)NCC2CCCO2)C1 (stereo unspecified),8%,-6%,-26%,1%,26,4%,-1%,i,3%
CCn1c(C)nc2cc(C(=O)NNC(=O)CCC3CCCCC3)ccc21,3%,1%,29%,-7%,14,8%,-4%,i,-3%
O=S(=O)(c1ccc(Cl)cc1)c1cnc(-c2cccnc2)nc1-c1ccccc1,-13%,1%,-26%,32%,-23,-4%,-5%,?,?
COc1ccc(-c2cc(C)no2)cc1S(=O)(=O)Nc1cccc(C)c1,?,-18%,1%,?,11,-17%,?,i,-9%
O=c1cc(C(F)F)oc2c1ccc1ccccc12,8%,2%,-4%,5%,-5,2%,1%,i,-10%

# Reprinted at random: two entries already listed, in no set order.
SMILES,HT1080 IDH1KD tx,HT1080NT lethal,HepG2 viability,MCF10A rereplic,IL1B secr inh,KB-3-1 tox,SW480 rereplic,ATXN viability,ATXN2 expr inh
CCc1ccccc1NC(=O)c1noc2c1CC(C(C)(C)C)CC2 (stereo unspecified),/,/,-19%,/,/,-9%,/,i,0%
COCCN(C(=O)c1cc(-c2ccccc2Cl)nc2ccccc12)c1c(N)n(CC(C)C)c(=O)[nH]c1=O,-5%,3%,-7%,0%,12,17%,-3%,i,3%

# Next section.
SMILES,HT1080 IDH1KD tx,HT1080NT lethal,HepG2 viability,MCF10A rereplic,IL1B secr inh,KB-3-1 tox,SW480 rereplic,ATXN viability,ATXN2 expr inh
NCCCCCc1cn([C@@H](CO)C(=O)NCCCCCCCCCCC(=O)N2CCNCC2)nn1,1%,-3%,-3%,-4%,7,0%,-5%,i,14%
Cc1nn(C)cc1C(C)Nc1nc2nonc2nc1N1CCCCC1 (stereo unspecified),-2%,-3%,-5%,3%,-1,-1%,-5%[1.84 µM],i,6%
c1ccc(Cn2c(Nn3cnnc3)nc3ccccc32)cc1,0%,-4%,16%,-3%,-5,-2%,0%,i,-7%
CC(=O)N1CC2(CC(=O)OC(C)C)CN(C(C)=O)CC(CC(=O)OC(C)C)(C1)C2=O,11%,8%,-13%,1%,18,-5%,-2%,i,0%
O=C(Nc1ccc(Cl)c(S(=O)(=O)N2CCOCC2)c1)C1=NN(c2ccccc2)C(=O)CC1,-2%,-9%,-22%,2%,20,?,1%,?,-8%
C=CC[C@@H](Cc1ccc(F)cc1)C(=O)OC[C@@H]1CCCN1C(=O)[C@H](CC=C)CC(=O)N[C@H](CO)Cc1ccccc1,-9%,-9%,-83%,?,-70*,?,18%,/,?
O=C1NCCN1CCN1C(=O)c2ccccc2NC1c1ccccc1 (stereo unspecified),6%,17%,-74%,0%,3,15%,-13%,i,-3%
NC(=S)NN=C1CSSC1,?,?,11µM*,/,-100*,?,/,i,/
Cc1ccc(/C=N/NC(=O)c2cccs2)cc1[N+](=O)[O-],16%,16%,2%,1%,-2,5%,-8%,i,75%[activator]
COc1ccc(OCC(=O)N(Cc2cccs2)C2CCS(=O)(=O)C2)cc1 (stereo unspecified),-3%,3%,-1%,-5%,9,-2%,-4%,?,/
COc1ccccc1-c1nnc(SCC(=O)N2CCOCC2)o1,-2%,-15%,-3%,-2%,34,1%,-3%,i,42%[activator]
CC(C)(C)OC(=O)N1CCC[C@H]1C(=O)NCC1CCC(C(=O)O)CC1 (stereo partly specified),7%,-1%,1%,196%[0.0737 µM],-5,-7%,2%,i,-7%
Cc1sc2ncn(CC(=O)NCCCN3CC(C)CC(C)C3)c(=O)c2c1S(=O)(=O)N1CC(C)CC(C)C1 (stereo unspecified),-4%,-11%,-19%,-9%,0,-2%,-72%[inhibitor],i,-4%
CCN(CC)CCNC(=S)Nc1ccc2nc(N3CCCC3)cc(C)c2c1,?,?,-21%,?,-66*,15µM*,?,i,?
CC(C)OC(=O)c1nn2c(C(F)(F)F)cc(-c3ccc(Br)o3)nc2c1Br,-4%,-2%[9.24 µM],-23%,3%,3,4%,-7%,?,3%
CCCCCSc1nnc(C)c(=O)[nH]1,-6%,4%,-4%,-25%,38,-16%,-2%,i,-5%
Cc1ccc2nc(-c3ccc(NC(=O)CN(c4ccccc4C)S(C)(=O)=O)cc3)sc2c1,-22%,-5%,-59%,?,-28,0%,?,i,61%[activator]
Oc1ccc(C[C@H]2CNC(=S)N2C[C@H]2CCCN2C[C@H](Cc2ccccc2)N2C[C@H](Cc3ccccc3)N(CC3CCCCC3)C2=S)cc1,?,?,/,/,-1,?,/,?,-23%
CN1C(=O)C(O)(CC(=O)c2ccccn2)c2cc(Br)ccc21 (stereo unspecified),-21%,?,3%,?,86,?,?,?,-7%

# 2 successive entries out of the list so far, for reference:
SMILES,HT1080 IDH1KD tx,HT1080NT lethal,HepG2 viability,MCF10A rereplic,IL1B secr inh,KB-3-1 tox,SW480 rereplic,ATXN viability,ATXN2 expr inh
Oc1ccc(C[C@H]2CNC(=S)N2C[C@H]2CCCN2C[C@H](Cc2ccccc2)N2C[C@H](Cc3ccccc3)N(CC3CCCCC3)C2=S)cc1,?,?,/,/,-1,?,/,?,-23%
CN1C(=O)C(O)(CC(=O)c2ccccn2)c2cc(Br)ccc21 (stereo unspecified),-21%,?,3%,?,86,?,?,?,-7%
